HIV fusion peptide – cell-free HIV fusion peptide-binding blockers – biochemical, uHTS, fluorescence dequenching, primary screen (AID 1986); cell-free peptide binding, fluorescence dequenching, 30 min; higher % means a stronger effect; inhibition, % at 20 µM, or IC50 in µM where a hit was titrated; actives 0.3% (n = 290,000); in the data active means inhibition mostly above about 52%, no sharp cut-off; inactive means mostly below about 76%; further: some results filed as inactive read as strong as hits
GPR35 antagonists – GPR35 antagonists blocking zaprinast-driven arrestin recruitment, primary screen, imaging, U2OS, beta-arrestin-GFP, zaprinast agonist (AID 2058); U2OS GPR35 beta-arrestin-GFP translocation imaging, zaprinast antagonism; higher % means a stronger effect; inhibition, % at 10 µM; hits with a dose series show IC50 in µM; actives 0.052% (n = 290,000);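 active means inhibition of at least 50% with at least 30 cells and total cytoplasm GFP at most 10,000,000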
KOR beta-arrestin-1 – KOR agonists, beta-arrestin recruitment, primary screen, cell-based, luminescence, uHTS (AID 1777); KOR beta-arrestin recruitment, luminescence; higher % means a stronger effect; activation, % at 10 µM, or EC50 in µM where a hit was titrated; actives 0.02% (n = 280,000); in the data active means activation above about 50%, passing the limit was not always enough; further: a part of the inactive calls stands beside numbers as strong as those of hits
NOD1 inhibition – NOD1 signaling inhibitors, primary screen, cell-based, luminescence, uHTS (AID 1578) | NOD1-driven NF-kB luciferase reporter cells, luminescence; higher % means a stronger effect | one-dose inhibition, % at 4 µM; EC50 in µM for titrated hits | actives 1% (n = 290,000); in the data active means inhibition mostly above about 36%, no sharp cut-off; inactive means mostly below about 34%;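 further: HEK-293T reporter cells stimulated with the NOD1 agonist gamma-tri-DAP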
GPR55 beta-arrestin – selective activators of receptor GPR55 – imaging, U2OS cells, beta-arrestin-GFP redistribution, primary screen (AID 1961); U2OS GPR55 beta-arrestin-GFP redistribution imaging; higher % means a stronger effect; activation, % at 10 µM, or EC50 in µM where a hit was titrated; actives 0.048% (n = 290,000);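 active means activation above 40% with more than 50 cells counted in the well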;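 further: U2OS osteosarcoma cells stably expressing GPR55 and beta-arrestin-GFP; plate controls were DMSO negative control for no effect and LPI positive control for full effect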
Myeloid diff 2 – compounds promoting myeloid differentiation | ER-HoxA9 myeloid progenitors, lysozyme-GFP differentiation, flow cytometry | calls only at 10 µM | actives 1% (n = 360,000) | AID 624256;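 active means normalized GFP-positive differentiation at or above the plate's own cutoff, the solvent-only control mean plus 3 SD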;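 further: cells exposed to compound for four days before flow analysis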
GPR55 LPI antagonism – inhibition of LPI-stimulated GPR55 beta-arrestin translocation – imaging, U2OS, beta-arrestin-GFP, LPI agonist, primary screen (AID 2013) | one-dose inhibition, % at 10 µM; IC50 in µM for titrated hits | U2OS GPR55 beta-arrestin-GFP translocation imaging, LPI antagonism; higher % means a stronger effect | actives 0.13% (n = 290,000);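 active means spots per cell inhibited over 60%, with over 100 cells counted and total cytoplasm intensity under 500,000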;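 further: U2OS cells stably carrying GPR55 and arrestin-GFP stimulated by 5 µM LPI near EC80; imaged beta-arrestin-GFP aggregate spots per cell after agonist stimulation; plate controls were LPI-stimulated DMSO wells for no effect and DMSO wells without LPI for full effect; some results filed as inactive read as strong as hits; confirmed hits need IC50 under 10 µM and bright autofluorescent wells are also inconclusive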
KOR beta-arrestin-2 – kappa opioid receptor blockers – cell-based, luminescence, uHTS (AID 1778); KOR beta-arrestin recruitment, luminescence, antagonist mode; higher % means a stronger effect; inhibition, % at 10 µM, or IC50 in µM where a hit was titrated; actives 0.091% (n = 290,000); further: strong numbers were not always called active
NOD2 inhibition – inhibition of NOD2-driven NF-kB reporter – cell-based, luminescence, uHTS, HEK293 (AID 1566) | HEK293 NOD2/NF-kB luciferase reporter, luminescence; higher % means a stronger effect | inhibition, % at 4 µM; hits with a dose series show EC50 in µM | actives 0.63% (n = 290,000); further: many of its hits are not listed in these tables
Myeloid diff 2 GFP+ MAC1+ % – second read-out of Myeloid diff 2, no call of its own (marks repeat the call); GFP+ MAC1+ double positive, %; measured here: differentiation confirmed by MAC1 staining
* = called active by the depositor; i = inactive; / = not tested or not shown; [ ] = remark or other dose. Unless noted, no stated cut-off is given here; in the data, active means inhibition above about 50%; inactive means the rest. A portion of the library. The share of hits here may be higher or lower than overall.

The first 5 records, ahead of the listing:
SMILES | HIV fusion peptide | GPR35 antagonists | KOR beta-arrestin-1 | NOD1 inhibition | GPR55 beta-arrestin | Myeloid diff 2 | Myeloid diff 2 GFP+ MAC1+ % | GPR55 LPI antagonism | KOR beta-arrestin-2 | NOD2 inhibition
COc1ccc(OCC(O)Cn2c(Br)nc3c2c(=O)[nH]c(=O)n3C)cc1 (stereo unspecified) | -2.3% | -15% | -7.9% | -22% | -0.2% | i | 0.8 | -6% | -17% | 4%
Cn1c(=O)c2c(nc(NCCCO)n2Cc2cccc(C(F)(F)F)c2)n(C)c1=O | 0.6% | -3% | 0.8% | -24% | -0.5% | i | 1.3 | 10% | -20% | 5%
COc1ccc(CNC(=O)Cn2cc3c(n2)CCCCC3)cc1 | -1.0% | 17% | -4.7% | 2% | 0.9% | i | 2.2 | 4% | -45% | -2%
CCn1c(NCc2cccs2)nc2ccccc21 | 0.3% | -10% | -0.9% | -28% | -0.2% | i | 1.7 | -2% | -4% | -7%
COc1ccccc1N(CC(=O)N/N=C(\C)c1ccccc1O)S(=O)(=O)c1ccc(C)cc1 | -1.0% | 2% | -4.0% | 16% | -0.2% | i | 0.0 | 16% | 11% | -8%

This part in full (from the top)
SMILES | HIV fusion peptide | GPR35 antagonists | KOR beta-arrestin-1 | NOD1 inhibition | GPR55 beta-arrestin | Myeloid diff 2 | Myeloid diff 2 GFP+ MAC1+ % | GPR55 LPI antagonism | KOR beta-arrestin-2 | NOD2 inhibition
COc1ccc(OCC(O)Cn2c(Br)nc3c2c(=O)[nH]c(=O)n3C)cc1 (stereo unspecified) | -2.3% | -15% | -7.9% | -22% | -0.2% | i | 0.8 | -6% | -17% | 4%
Cn1c(=O)c2c(nc(NCCCO)n2Cc2cccc(C(F)(F)F)c2)n(C)c1=O | 0.6% | -3% | 0.8% | -24% | -0.5% | i | 1.3 | 10% | -20% | 5%
COc1ccc(CNC(=O)Cn2cc3c(n2)CCCCC3)cc1 | -1.0% | 17% | -4.7% | 2% | 0.9% | i | 2.2 | 4% | -45% | -2%
CCn1c(NCc2cccs2)nc2ccccc21 | 0.3% | -10% | -0.9% | -28% | -0.2% | i | 1.7 | -2% | -4% | -7%
COc1ccccc1N(CC(=O)N/N=C(\C)c1ccccc1O)S(=O)(=O)c1ccc(C)cc1 | -1.0% | 2% | -4.0% | 16% | -0.2% | i | 0.0 | 16% | 11% | -8%
C=CCC1c2cccc(C(=O)O)c2C(=O)N1c1ccc(F)cc1 (stereo unspecified) | 2.2% | 2% | 9.2% | -4% | -0.1% | i | 7.5 | -8% | 10% | 0%
CCOC(=O)CNC(=O)CCNS(=O)(=O)c1ccc2c(c1)c(=O)n(C)c(=O)n2C | -2.2% | -15% | -4.2% | 15% | -0.2% | i | 8.8 | 4% | -37% | 20%
COc1ccc(-n2nc(C(=O)NCC(=O)NC(C)C)c3ccccc3c2=O)cc1Cl | 0.4% | 5% | -1.4% | 1% | 0.0% | i | 0.3 | -2% | -14% | 2%
COc1ccc(NC(=O)C2CCN(C(=O)[C@@H]3Cc4ccccc4CN3C(=O)OC(C)(C)C)CC2)cc1 | 0.8% | 6% | -2.0% | -39% | 0.1% | i | 0.3 | 4% | -21% | -4%
CCN(CC)S(=O)(=O)c1ccc(N2CCOCC2)c(NC(=O)c2cc(-c3ccccn3)nc3ccccc23)c1 | -0.4% | 0% | -0.1% | 12% | -0.5% | i | 0.1 | -6% | -35% | 13%
O=C(c1ccc(CS(=O)(=O)c2ccc(Br)cc2)o1)N1CCN(C2CCCCC2)CC1 | 1.5% | 7% | 1.9% | -3% | -0.1% | i | 3.2 | -17% | -38% | 9%
COc1cccc(/C=N/NC(=O)CNC(=O)CCc2ccccc2)c1O | -0.9% | -1% | -1.7% | -9% | 0.5% | i | 0.3 | 4% | -17% | 22%
S=C(Nc1ccccc1)Nc1ccccc1-n1cccc1 | 0.3% | -5% | -3.8% | 3% | 0.4% | i | 0.3 | 0% | 14% | 1%
O=C(CSc1ncccc1-c1nc2ccccc2[nH]1)N1CCN(c2ccccc2F)CC1 | -2.1% | 8% | 3.9% | 10% | -0.1% | i | 5.1 | 14% | -2% | -18%
COc1ccc(CCNS(=O)(=O)c2ccc(Cl)cc2)cc1OC | 1.6% | -3% | 1.8% | 2% | -0.1% | i | 0.4 | -5% | -16% | -4%
C#CCn1c(=NC(=O)c2ccc(Br)s2)sc2cc(NC(C)=O)ccc21 | 6.9% | -1% | 10% | -17% | 0.1% | i | 0.3 | 2% | -28% | -20%
O=C(NCc1csc(-c2cccs2)n1)c1ccccc1 | 0.4% | 19% | 0.4% | -5% | 0.2% | i | 1.3 | 3% | -3% | -13%
Cc1cc(Cl)c(S(=O)(=O)Nc2ccc3c(c2)OCCO3)cc1OCC(N)=O | -1.2% | 4% | -4.2% | -3% | 0.1% | i | 1.0 | 6% | 32% | 15%
CC(C)(C)n1nnnc1C(c1ccncc1)N(Cc1ccccc1)Cc1ccco1 (stereo unspecified) | 8.0% | 14% | 8.1% | 10% | 0.0% | i | 1.5 | -8% | -73% | -16%
O=C(NCc1ccco1)C1OCCc2ccccc21 (stereo unspecified) | 13% | -10% | 1.0% | -12% | 0.6% | i | 0.3 | 9% | -5% | -14%
COCCN(C(=S)Nc1ccccc1OC)C(C)c1cccs1 (stereo unspecified) | 0.0% | 19% | -0.7% | -40% | -0.2% | i | 4.8 | 3% | -2% | 7%
CN1CCN(c2cc(C(F)(F)F)nc(-c3ccccn3)n2)CC1 | -1.3% | -9% | -7.0% | -11% | 0.8% | i | 0.0 | 7% | -2% | -1%
CCc1ccc(OCC(=O)NC(=S)Nc2ccc(S(=O)(=O)NC3CCCCC3)cc2)cc1 | 1.8% | -2% | 6.0% | 5% | 0.0% | i | 0.5 | 12% | -18% | -7%
Cn1cccc1/C=C1\SC(=Nc2ccc(O)cc2)NC1=O | 1.6% | -6% | 3.8% | -4% | -0.3% | / | / | -7% | -21% | -95%
Cc1ccc(S(=O)(=O)NCc2ccccc2)cc1C(=O)NCc1ccccn1 | 0.5% | -9% | 5.3% | -35% | -0.1% | i | 1.1 | -7% | -9% | 8%
Cc1ccc(CNC(=O)CCCN2C(=S)NC(C)(C)CC2C)cc1 (stereo unspecified) | 1.5% | -2% | -0.2% | -11% | 0.2% | / | / | -11% | 3% | 26%
Cc1ccc(S(=O)(=O)N(C)CC(=O)N2CCC(C(N)=O)CC2)cc1 | -0.3% | -7% | -4.5% | -5% | -0.1% | i | 0.8 | -5% | 1% | 11%
Cc1cc(Cl)nc(SCC(=O)c2ccccc2)n1 | -0.1% | 5% | -2.4% | -2% | 0.4% | i | 0.8 | 11% | 8% | 18%
Cc1ccc(SCC(=O)OCC(=O)N(C)CC(=O)Nc2ccccc2Cl)cc1C | 2.6% | 4% | 4.2% | -8% | -0.1% | i | 2.1 | 5% | -25% | 9%
COc1cc(CNCc2ccccn2)ccc1OCC(=O)NC1CCCCC1 | 3.1% | -17% | 9.0% | -22% | 0.6% | i | 0.1 | -5% | 27% | -10%
OC(c1ccccc1)c1nc2ccccc2[nH]1 (stereo unspecified) | 0.0% | -8% | -0.6% | -9% | -0.2% | i | 0.1 | -14% | 28%[20 µM] | 14%
CC(=O)NCC(=O)OCC(=O)c1ccc(Br)cc1 | 1.6% | -9% | -1.8% | -28% | -0.1% | i | 1.4 | 2% | 10% | -6%
COc1ccccc1OCCCc1c(C)n[nH]c1C | 4.6% | 8% | -0.3% | -6% | 0.1% | i | 4.5 | 25% | 36% | -13%
O=C(Nc1ccc2nc(-c3cccnc3)[nH]c2c1)c1ccccc1F | -0.1% | -12% | -1.1% | -36% | -0.2% | i | 5.6 | 3% | 9% | 8%
CN(Cc1nc2ccccc2[nH]1)C(=O)C1CCC(=O)N(C2CCCC2)C1 (stereo unspecified) | 0.4% | -1% | -2.6% | 4% | 0.3% | i | 0.6 | -14% | 0% | 9%
O=C1CN(C(=O)c2ccc(Br)o2)C(c2ccc(F)cc2)c2cc(F)ccc2N1 (stereo unspecified) | 4.3% | -7% | 2.5% | 3% | 0.1% | i | 10 | 8% | -2% | -3%
CC1(C)CC(c2nc(-c3ccc([N+](=O)[O-])cc3)cs2)CCO1 (stereo unspecified) | -3.6% | 13% | -0.3% | 31% | 0.5% | i | 0.2 | 0% | -10% | 5%
CCOc1cc(CNCCCN2CCOCC2)ccc1OCC(=O)Nc1cccc2ccccc12 | -0.1% | 7% | 2.1% | -49% | -0.2% | i | 1.6 | 20% | -22% | 3%
CCc1ccc(C2(C)SC(NC(C)=O)=NN2C(C)=O)cc1 (stereo unspecified) | 1.7% | 2% | 2.9% | -9% | 0.7% | i | 0.8 | 9% | -7% | -2%
CC(C)(C)NS(=O)(=O)CC12CCC(CC1=O)C2(C)C (stereo unspecified) | -0.7% | -2% | / | 1% | 0.0% | i | 1.6 | 0% | -22% | 51%*
COc1ccc2oc(=O)c(/C(C)=N/NC(=O)c3ccncc3)cc2c1 | 7.7% | 0% | -1.1% | -2% | -0.2% | i | 0.6 | 4% | 25% | 10%
CCCN(CCC)C(=O)CCSCCC(=O)N(CCC)CCC | -1.0% | 15% | -3.9% | 1% | 0.1% | i | 1.5 | -1% | / | 11%
Cc1ccc(NC(C)C(=O)N/N=C/c2c[nH]c3ccccc23)cc1 (stereo unspecified) | -1.1% | 3% | 5.8% | 4% | 0.1% | i | 0.1 | 16% | -6% | 21%
Cc1ccc(S(=O)(=O)N2CCN=C2SCc2c(F)cccc2Cl)cc1 | 0.6% | 12% | 22% | -5% | -0.1% | i | 2.4 | 6% | -16% | 8%
c1ccc(C2CCC(N3CCC(N4CCCCC4)CC3)CC2)cc1 (stereo unspecified) | 0.0% | 6% | -0.4% | -28% | 0.0% | / | / | / | 7% | 10%
CCCn1nnnc1NCc1ccccc1Cl | 1.3% | 4% | -1.6% | -21% | -0.1% | i | 0.4 | -1% | -3% | 14%
COc1cccc(Oc2nccc(N(C)C)c2C#N)c1 | -1.0% | -5% | -2.5% | -50% | 0.1% | i | 0.6 | -8% | -2% | -23%
CN(C)CCNC(NC(=O)c1cccs1)C(Cl)(Cl)Cl (stereo unspecified) | -0.3% | 2% | -4.7% | -5% | -0.3% | i | 1.4 | 1% | 14% | 12%

Bioassay records from PubChem.
